Assay outcomes as filed in PubChem BioAssay.
m-calpain inh: inhibitors of pig calpain II; purified calpain II, fluorogenic peptide substrate, 30 min; inhibition, % at 16 µM; 220,000 tested, 0.37% active;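 active means inhibition above about 50%, limit read from the data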
FXIIa inh: blocks human coagulation factor XIIa protease activity; P00748; purified FXIIa, Boc-QGR-AMC fluorogenic substrate, 2 h; inhibition, % at 5 µM; 220,000 tested, 0.3% active; in the data active means inhibition above about 40%;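 further: 0% = enzyme with no compound and 100% = blank without enzyme; many of its hits are not listed in these tables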
KLK5 inh: inhibitors of human kallikrein 5; Q9Y337; recombinant hK5, fluorogenic AMC substrate cleavage; inhibition, % at 5 µM; 210,000 tested, 0.59% active;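 active means inhibition of 40% or more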;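 further: 0% = enzyme controls without compound and 100% = no-enzyme blanks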
Target sequence (Q9Y337 67-293 limits assumed): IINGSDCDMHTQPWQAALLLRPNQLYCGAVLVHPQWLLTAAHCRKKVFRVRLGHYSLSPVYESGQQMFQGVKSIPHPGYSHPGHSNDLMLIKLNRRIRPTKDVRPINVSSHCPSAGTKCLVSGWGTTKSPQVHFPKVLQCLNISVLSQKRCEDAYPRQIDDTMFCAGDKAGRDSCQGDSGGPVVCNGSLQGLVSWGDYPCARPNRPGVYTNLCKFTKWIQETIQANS
FXIa inh: inhibitors of human coagulation factor XIa. purified FXIa, Boc-Glu-Ala-Arg-AMC fluorogenic substrate. 220,000 tested, 0.14% active. AID 798. P03951. inhibition, % at 5 µM;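 active means inhibition of at least 40%; inactive means inhibition below 40%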;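 further: fluorescence of freed AMC excited at 355 nm; 0% = enzyme without compound and 100% = no enzyme blank; many of its hits are not listed in these tables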
Target sequence (P03951 19-387 limits assumed): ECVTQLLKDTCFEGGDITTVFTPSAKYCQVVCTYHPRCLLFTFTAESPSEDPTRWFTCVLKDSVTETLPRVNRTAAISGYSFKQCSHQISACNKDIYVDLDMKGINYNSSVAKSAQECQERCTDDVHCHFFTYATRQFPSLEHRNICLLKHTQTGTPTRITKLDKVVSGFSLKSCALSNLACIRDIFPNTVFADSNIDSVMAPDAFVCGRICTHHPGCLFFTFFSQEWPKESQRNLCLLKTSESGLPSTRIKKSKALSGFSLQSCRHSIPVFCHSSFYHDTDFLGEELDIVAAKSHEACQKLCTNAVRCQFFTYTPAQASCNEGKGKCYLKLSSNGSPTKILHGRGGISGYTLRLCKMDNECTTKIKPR
Target sequence (P03951 388-625 limits assumed): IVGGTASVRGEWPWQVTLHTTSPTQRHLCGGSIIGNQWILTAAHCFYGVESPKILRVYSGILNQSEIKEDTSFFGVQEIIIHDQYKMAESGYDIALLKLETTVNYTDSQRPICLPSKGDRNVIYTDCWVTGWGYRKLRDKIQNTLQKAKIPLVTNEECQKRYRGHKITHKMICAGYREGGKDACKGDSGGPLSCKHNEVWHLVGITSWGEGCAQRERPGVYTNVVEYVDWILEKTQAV
PERK inhibitor: inhibitors of human PERK kinase. Q9NZJ5. CHO PERK-DD fusion, SEAP luminescence translation reporter. inhibition, % at 5.6 µM. 220,000 tested, 0.17% active. AID 1416;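 active means inhibition above the mean inhibition of all tested compounds plus 3 SD, set separately per screening campaign, cut at about 2.9% in these data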;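 further: PERK kinase domain activated by AP20187 dimerizer at 100 nM; 0% = DMSO with dimerizer and 100% = rapamycin at 8.4 µM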
Furin inh: inhibitors of human furin; inhibition, % at 30 µM; P09958; AID 463115; 220,000 tested, 0.061% active; purified furin, fluorogenic substrate cleavage; in the data active means inhibition above about 25%; further: inactives centre near -15
Cl transport mod: modulators of human KCC2 chloride dependent transport. KCC2 cells, thallium flux FluoZin-2 fluorescence. 190,000 tested, 2.2% active. Q9H2X9. AID 1456. B-score of Tl+ flux slope (higher = more flux/activation; lower = inhibition) at 10 µM;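 active means thallium flux slope and its plate-corrected score both differing from the plate sample mean at a set confidence after two filtering rounds, in either direction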;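 further: slope of fluorescence scaled to starting intensity during 10 to 20 s after thallium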
Thrombin inh: inhibitors of human thrombin; alpha-thrombin, Boc-VPR-AMC fluorogenic substrate cleavage; inhibition, % at 5 µM; 220,000 tested, 0.26% active; AID 1046;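 active means inhibition at or above 40%; inactive means inhibition below 40%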;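 further: 0% = enzyme with no compound and 100% = wells without enzyme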
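System: Human alpha-thrombin protein | Medium: pH 7.5 Tris (50 mM) with NaCl 150 mM, Tween 20 0.05% | Times: Enzyme reaction carried out at room temperature | Detection: AMC fluorescence, 355/460 nm | Evaluation: Percent inhibition scaled between no-compound controls and no-enzyme blanks | Benchmarks: Enzyme without compound as high, wells lacking enzyme as low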
Rad51 HR inh: Rad51 (human) homologous recombination inhibition. Q06609. hRad51 DNA strand exchange, fluorescence dequenching. inhibition, % at 10 µM. 200,000 tested, 0.085% active;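 active means inhibition above 40% at the single screening dose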;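 further: 0% = DMSO control wells and 100% = blanks with heterologous ssDNA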
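Test system – preformed human Rad51 ssDNA filaments · Reagent – Donor/quencher-labelled 47-bp dsDNA substrate · Incubation – 37 °C 15-min filament assembly, 30-min compound preincubation, 15-min exchange · Signal – FRET fluorescence dequenching, excitation 485 nm, emission 520 nm · Read-out – percent inhibition from fluorescence, normalised to plate control and blank means · Benchmarks – plate control and blank wells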
* marks the source's active call; other numbers are inactive results; . = not tested or not shown; [ ] = dose if it differs, or a comment. An excerpt; count on the stated rates, not on these rows.

Each structure is followed by: m-calpain inh	FXIIa inh	KLK5 inh	FXIa inh	PERK inhibitor	Furin inh	Cl transport mod	Thrombin inh	Rad51 HR inh
O=C(CCc1nnc(-c2ccccc2)o1)c1ccc(Cl)cc1
 : 2	9	-7	-2	0.7	-16	-0.84	4	-3
CN(C)CC1CCCCC1OC(=O)c1ccc(Br)cc1 (centres undefined)
 : -30	8	6	-2	0.6	-31	-0.97	-8	-2
O=C(CN1CCN(c2ccc(O)cc2)CC1)Nc1ccc2c(c1)OCCO2
 : -33	9	1	6	0.3	-14	0.73	.	9
O=C(Cn1nc(C(=O)O)c2ccccc2c1=O)c1cc(F)ccc1F
 : 11	15	5	9	1.3	-6	0.44	1	-20
CN1CCN(CCCNC(=O)c2ccc(CS(=O)(=O)c3ccc(Br)cc3)o2)CC1
 : -8	8	-19	1	1.3	-15	0.12	-3	-4
O=C(NC1=NCCS1)c1ccc(OCC2CCCO2)cc1 (centres undefined)
 : 3	-18	3	-7	0.5	-19	-0.62	-2	0
CC1=CC2(C#N)C3(N=C(N)C2(C#N)C(c2ccccc2)N1)OCCO3 (centres undefined)
 : -50	-1	4	4	1.4	-21	0.95	-9	0
CC(C(=O)OCC(=O)Nc1ccc(S(=O)(=O)N2CCCCC2)cc1)N1C(=O)c2ccccc2C1=O (centres undefined)
 : -17	10	-10	2	-0.4	-10[20 µM]	-0.11	-3	-4
Cc1ccccc1NC(=O)CSc1nnc(-c2ccoc2C)n1CCc1ccccc1
 : 19	13	-8	3	-0.8	-17	-0.78	6	-8
CC1Cc2ccccc2N1C(=O)COc1cccc(-n2cnnn2)c1 (centres undefined)
 : 14	10	-12	-5	-1.4	-20	-2.2	2	2
Cc1nnc(-c2ccccc2)nc1N(C)C
 : 0	10	-7	-2	0.3	-13	-0.67	3	12
Cc1nc2ncccn2c1-c1csc(Nc2ccc(O)cc2)n1
 : -10	8	2	3	1.4	-29	-1.7	-5	7
O=c1[nH]c2c(c3c1CCCC3)CCCC2
 : -13	19	3	5	0.8	-21	-2.4	0	-4
Cc1cc(C(=O)CSc2nc3ccc(Cl)cc3[nH]2)c(C)n1C
 : -187	2	-3	-4	0.9	-11	.	-8	-1
CC(C)NC(=O)c1onc(CSc2cccc(Cl)c2)c1C(=O)O
 : -65	-3	-28	-8	1.4	-19[20 µM]	-0.55	-10	8
COc1cccc(-c2cc(C(=O)N3N=C(C)CC3(O)C(F)F)c3ccccc3n2)c1 (centres undefined)
 : 36	3	-15	-5	0.5	-10	-0.0068	-1	23
CCOC(=O)CSC1=C(C#N)C(c2ccc(OC)cc2)C2=C(CC(C)(C)CC2=O)N1 (centres undefined)
 : -43	7	-21	2	-1.3	-4	-0.55	-3	2
CCCn1c(C(Cc2ccccc2)NC(=O)COC)nc2ccccc21 (centres undefined)
 : 2	1	-28	-4	-2.1	-6	0.1	-7	1
CCOCCCNC(=O)/C=C1\Sc2ccccc2N(Cc2ccccc2F)C1=O
 : -15	6	-8	-6	-0.2	-16	0.075	1	5
COc1ccccc1-c1ccc(SCc2cccc(C)c2)nn1
 : 30	30	26	28	-0.9	-4	0.14	7	-11
Cn1c(-c2ccccn2)[n+](C)c2ccccc21
 : -21	13	5	4	0.5	-26	-0.33	12	-13
COc1cccc(CNC(=O)CC(NC(C)=O)c2ccccc2)c1 (centres undefined)
 : -20	14	-3	1	-0.5	-31	0.97	5	4
O=C(O)c1ccc(Cn2cnc3scc(-c4ccccc4)c3c2=O)cc1
 : -6	2	-1	0	-0.1	-13	-0.4	-8	13
Cc1ccc(C(=O)N2CCN(c3ccc(NC(=S)NC(=O)Cc4ccccc4)cc3)CC2)cc1
 : -81	23	-5	8	-1.3	-11[20 µM]	.	4	-5
Cc1c(NS(=O)(=O)c2cc(NC(=O)CCN3CCCC(C)C3)ccc2Cl)c(=O)n(-c2ccccc2)n1C (centres undefined)
 : -10	3	-10	-11	0.1	-26	1.8	-17	-5
CCOc1ccc(N2CC(C(=O)N3CCc4ccccc4C3)CC2=O)cc1 (centres undefined)
 : -9	-14	-2	-9	-0.2	2[20 µM]	-2.7	-9	3
CCCCNC(=O)CCC(=O)Nc1ccc2nc(N3CCCCC3)cc(C)c2c1
 : -358	1	-17	-3	-0.7	-28	0.7	-2	0
C=CCn1c(SCCN2CCOCC2)nc2c1c(=O)[nH]c(=O)n2C
 : -1	-13	-7	-16	0.6	-19	.	-4	1
CNC(=O)NC(=O)C(C)N1CCN(C/C=C/c2ccccc2)CC1 (centres undefined)
 : -2	7	-2	11	0.6	-21	0.77	-4	2
CCOC(=O)c1csc(-c2ccc3c(c2)CCO3)n1
 : -5	11	-4	-6	0.8	-10	1.1	1	1
CC(C)(CO)NC(=O)Nc1ccc(Cl)c(Cl)c1
 : 0	5	-1	1	0.6	-16	-0.63	-10	0
C=C1C(=O)O[C@@H]2C[C@@H](C)[C@@H]3C=CC(=O)[C@@]3(C)[C@@H](OC(C)=O)[C@H]12
 : -16	9	1	-2	.	-35	-0.75	-1	-10
C=CCn1c(C(C)NC(=O)C(C)(C)C)nc2ccccc21 (centres undefined)
 : -7	14	-9	5	0.0	-13[20 µM]	-0.28	1	2
COc1ccc(OC)c(N/C(C)=C/C(=O)c2ccccc2)c1
 : 12	3	-12	0	0.7	-18	-1.1	-3	-6
CCC1=Nc2cc(C(=O)O)ccc2Sc2ccc(Cl)cc21
 : -31	13	-6	4	1.8	-14	-0.037	1	.
COCCNC(=O)c1cc(-c2ccncc2)nc2ccc(S(=O)(=O)N3CCOCC3)cc12
 : -23	7	-1	1	0.7	-8	0.14	1	11
CCC(=O)Nc1nc(CC(=O)Nc2ccccc2)cs1
 : -34	11	5	5	1.1	-29	-0.17	3	1
COc1ccccc1N(CC(=O)N1CCc2ccccc2C1)S(C)(=O)=O
 : -24	2	0	-4	0.0	-21	0.2	-11	-2
CCOC(=O)c1cn(-c2c(C)n(C)n(-c3ccccc3)c2=O)c2c(F)c(F)c(F)cc2c1=O
 : -15	3	0	1	-0.1	-10	0.077	0	7
Oc1ccc(C2=NNC(=NCc3ccc4c(c3)OCO4)SC2)c(O)c1
 : 32	-1	-8	-11	0.6	-12	0.06	-5	-9
Cc1ccc(N(Cc2cc3ccccc3[nH]c2=O)C(=O)c2cccs2)cc1
 : 30	3	-10	2	0.0	-16	-0.12	-1	14
COc1ccc(OC)c(C(=O)c2ccc(C(=O)c3cc(OC)ccc3OC)cc2)c1
 : -36	18	-18	-9	0.6	-8[20 µM]	-0.45	5	2
CC1(C)CC2CC(C)(CN2CC(=O)C(C#N)c2ccccc2)C1 (centres undefined)
 : -19	-4	115*	-9	0.4	-9	.	3	8
CN1/C(=C/C(=S)NC(=O)C2(C)CC2(Cl)Cl)C(C)(C)c2ccccc21 (centres undefined)
 : 12	4	-5	-3	1.7	-7	3.8	3	-10
FC(F)(F)c1cc(-c2ccccc2)nc(NC2CCCC2)n1
 : 11	-10	-21	1	0.1	-14[20 µM]	0.89	-7	2
COC(=O)c1cnn(-c2ccc(Cl)cc2)c1/C=N/NC(N)=S
 : -17	7	-4	1	-0.4	0	1.4	-9	10
Cc1cc(Sc2nc(NC(C)C)nc(NC(C)C)n2)nc(Cl)n1
 : 21	1	-2	1	-0.1	-17	0.039	-11	7
O=C(N/N=C/c1coc2ccccc2c1=O)c1ccccc1
 : -29	13	10	-1	0.0	-20	-3.1	26	-1
COc1ccc(C(=O)Nc2ccccc2)cc1S(=O)(=O)Nc1cc(C)on1
 : 32	9	-22	-2	0.6	-14[20 µM]	.	-3	-5
Cc1ccc(C2(c3ccc(C)cc3)NC(=O)N(Cc3c(C)noc3C)C2=O)cc1
 : -15	-9	-10	2	-1.1	-14	.	-3	3
O=C(NC(=S)Nc1ccc(CN2CCOCC2)cc1)c1ccc(-c2cccc(Cl)c2)o1
 : -44	5	2	0	-2.4	-3	-0.24	-1	-3
CC(C)(C)c1ccc(-c2nn(CCC#N)cc2/C=N/O)cc1
 : 5	0	-1	-3	1.2	-29	1	6	-10
CCCOc1cccc(C(=O)Nc2ccc(Br)cc2F)c1
 : -9	12	-10	5	1.1	-12	0.88	-3	-7
COc1ccc(/C=N/NC(=O)c2ccc(Cl)cc2)cc1Cn1cc(Cl)cn1
 : -18	15	1	9	0.1	-23	-0.16	4	.
O=C(CCC(=O)N(CC(=O)NC1CCCCC1)Cc1cccs1)Nc1nccs1
 : -7	14	-2	1	1.4	-24	-0.039	1	4
COc1ccc(NC(=O)c2ccccc2NS(=O)(=O)c2ccc(C)cc2)c([N+](=O)[O-])c1
 : -42	11	-1	-4	0.0	-21	-2.5	0	8
COc1ccccc1/C=N/NC(=O)CC(=O)Nc1ccc(Cl)c(Cl)c1
 : -16	16	-17	7	-0.4	-21[20 µM]	1.7	-1	4
Cc1ccccc1C(=O)NNC(=O)C(=O)N1CCCCC1
 : 20	-1	-12	-11	0.1	-6	0.91	-8	.
Cc1ccc(CSc2nc3ccncc3n2CC(=O)Nc2cc(C)cc(C)c2)cc1
 : 6	14	-13	8	0.7	-9	2.4	1	-2
COc1ccc(Cc2c(N)nc(C)nc2N)cc1
 : 16	6	-10	-5	0.3	-12	0.73	-13	0

Fetched one by one from the entries so far:
Each structure is followed by: m-calpain inh	FXIIa inh	KLK5 inh	FXIa inh	PERK inhibitor	Furin inh	Cl transport mod	Thrombin inh	Rad51 HR inh
COc1ccc(C(=O)Nc2ccccc2)cc1S(=O)(=O)Nc1cc(C)on1
 : 32	9	-22	-2	0.6	-14[20 µM]	.	-3	-5
CC(C(=O)OCC(=O)Nc1ccc(S(=O)(=O)N2CCCCC2)cc1)N1C(=O)c2ccccc2C1=O (centres undefined)
 : -17	10	-10	2	-0.4	-10[20 µM]	-0.11	-3	-4
O=C(Cn1nc(C(=O)O)c2ccccc2c1=O)c1cc(F)ccc1F
 : 11	15	5	9	1.3	-6	0.44	1	-20
